HepG2 tox: qHTS for Inhibitors of TGF-b: Cytotox Counterscreen | HepG2 CAGA-GFP viability, ATP luminescence, 18 h | Potency, µM (series often up to 46.1 µM), for the others: at the top dose activity change, negative = cytotoxicity, hits mostly cytotoxic | 410,000 tested, 0.76% active; note: some results filed as inactive show a strong effect at the top dose
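CellTiter-Glo luminescence gave cytotoxicity after 18 hours at 37 degrees C. The cells were HepG2 CAGA-GFP in 1% FBS DMEM, stimulated with 500 pg/mL TGF-beta after compound addition. %Activity was normalised to no-cell wells (complete cell-killing) and DMSO (no toxicity), and curves were fitted and classified.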
ATXN2 expr inh: Primary qHTS for Inhibitors of ATXN expression. HEK-293 ATXN2-luciferase reporter, luminescence, 24 h. Potency, µM (titrated, usually from 57 µM), for inactives: at the highest dose activity change, negative = inhibition, most hits filed as inhibitors. 360,000 tested, 0.72% active; note: % is set by controls: 0 for no effect and ±100 for the full control effect; nearly all actives have a fitted effect of over 55% in size
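ATXN2-luciferase reporter cells (luciferase flanked by upstream and downstream ATXN2 gene portions) were treated 24 h at 37 °C with compounds at up to 57 uM. SteadyGlo luminescence gave expression; GF-AFC fluorescence gave viability.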
MCF10A rereplic: A quantitative high throughput screen for small molecules that induce DNA re-replication in MCF 10a normal breast cells; MCF 10A DNA re-replication, Hoechst nuclear intensity, 48 h; Potency, µM (doses to about 46.1 µM), without a hit: at the highest dose activity, positive = re-replication, hits mostly activators; 350,000 tested, 2.9% active; AID 624296, 2012; note: % of control where 0% means no effect; nearly all actives have a fitted effect of over 50% in size
EPAC2 antag: qHTS for Antagonist of cAMP-regulated guanine nucleotide exchange factor 2 (EPAC2): primary screen; Rap guanine nucleotide exchange factor 4 (Homo sapiens), Q8WZA2; EPAC2 GEF exchange of Rap1B-BODIPY-GDP, fluorescence; Potency, µM (series often up to 114 µM), inactives show top-dose activity, negative = inhibition, usual class: inhibitors; 360,000 tested, 0.18% active; note: % is set by controls: 0 for no effect and ±100 for the full control effect; nearly all actives have a fitted effect of over 45% in size; many of its hits are not listed in these tables
Target sequence (Q8WZA2 whole entry, looked up): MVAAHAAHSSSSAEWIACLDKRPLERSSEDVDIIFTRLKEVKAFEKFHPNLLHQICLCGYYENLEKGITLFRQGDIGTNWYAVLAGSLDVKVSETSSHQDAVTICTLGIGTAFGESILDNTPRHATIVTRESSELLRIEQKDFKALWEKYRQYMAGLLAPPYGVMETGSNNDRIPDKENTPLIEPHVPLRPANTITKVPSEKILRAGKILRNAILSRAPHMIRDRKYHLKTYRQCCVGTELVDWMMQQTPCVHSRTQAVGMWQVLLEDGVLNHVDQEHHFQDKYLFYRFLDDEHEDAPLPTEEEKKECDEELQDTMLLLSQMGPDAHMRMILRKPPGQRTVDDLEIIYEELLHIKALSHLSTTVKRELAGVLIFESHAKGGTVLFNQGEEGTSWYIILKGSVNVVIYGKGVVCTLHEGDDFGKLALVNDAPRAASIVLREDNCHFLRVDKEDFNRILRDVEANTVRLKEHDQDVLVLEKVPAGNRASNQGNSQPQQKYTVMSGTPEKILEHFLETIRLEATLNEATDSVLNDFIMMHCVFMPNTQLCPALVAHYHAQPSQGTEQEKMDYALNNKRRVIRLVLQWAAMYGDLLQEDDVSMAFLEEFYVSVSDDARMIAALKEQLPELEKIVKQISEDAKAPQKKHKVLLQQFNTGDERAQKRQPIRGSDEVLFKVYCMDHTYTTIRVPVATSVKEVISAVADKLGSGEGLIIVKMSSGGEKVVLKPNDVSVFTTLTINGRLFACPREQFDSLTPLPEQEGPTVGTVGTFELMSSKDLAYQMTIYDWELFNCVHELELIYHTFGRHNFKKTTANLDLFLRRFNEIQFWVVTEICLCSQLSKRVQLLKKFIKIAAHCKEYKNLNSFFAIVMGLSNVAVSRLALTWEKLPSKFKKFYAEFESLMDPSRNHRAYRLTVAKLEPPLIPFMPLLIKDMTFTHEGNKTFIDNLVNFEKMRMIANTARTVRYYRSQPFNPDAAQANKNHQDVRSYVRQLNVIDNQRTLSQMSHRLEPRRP
Nrf2 ARE act: qHTS of Nrf2 Activators; AREc32 ARE-luciferase reporter (MCF7-derived line), luminescence, 24 h; Potency, µM (highest dose often 46.1 µM), for the others: top-dose activation, most hits filed as activators; 410,000 tested, 0.31% active; note: % of control where 0% means no effect; nearly all actives have a fitted effect of over 65% in size
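Quantitative high-throughput format: AREc32 reporter cells, 1000 per well, received compound by pin transfer and were incubated 24 hr at 37 deg C, 5% CO2, before Steady-Glo luminescence detection.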
A549 viability: Nrf2 qHTS screen for inhibitors: counterscreen for cytotoxicity | A549 ARE-Fluc cells, CellTiter-Fluor viability, 18-24 h | Potency, µM (doses to about 46 µM), for the others: at the top dose activity change, negative = cytotoxicity, hits mostly inhibitors | 390,000 tested, 0.16% active | AID 504648, 2011; note: % is set by controls: 0 for no effect and ±100 for the full control effect
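A549 ARE-Fluc cells in 5% FBS OPTI-MEM, 5000 cells/well, rested 2 h then exposed to compounds in concentration-response for 18-24 h at 37 °C. Viability by CellTiter-Fluor fluorescence (Ex 405/Em 525) after 30 min; luciferase luminescence (BugLite, 15 min, RT) read afterwards.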
Nrf2 inh: Nrf2 qHTS screen for inhibitors. Potency, µM (top dose mostly 46 µM), for the others: at the top dose activity change, negative = inhibition, most hits filed as inhibitors. A549 ARE-Fluc reporter, luciferase luminescence, 18-24 h. 360,000 tested, 2.1% active. AID 504444, 2011; note: % is set by controls: 0 for no effect and ±100 for the full control effect; nearly all actives have a fitted effect of over 60% in size
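Cells were seeded and rested 2 h, then exposed to compounds for 18-24 h. CellTiter-Fluor was read first as a viability measure. BugLite was added 15 min before the final luminescent read of ARE-luciferase activity in A549 cells.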
S2 tox: Viability Counterscreen for Primary qHTS for Inhibitors of ATXN expression; Potency, µM (highest dose often 56.7 µM), usual class: cytotoxic; 400,000 tested, 0.49% active; S2 cells (HEK-293 line with an ATXN2-luciferase reporter) viability, CellTiter-Fluor protease fluorescence, 24 h; note: nearly all actives have a fitted effect of over 40% in size
TGFb inhibitor: qHTS for Inhibitors of TGF-b; HepG2 CAGA-GFP TGF-b/SMAD3 reporter, GFP fluorescence, 18 h; TGF-beta stimulated, 500 pg/mL final; 410,000 tested, 1.2% active; AID 588855, 2011; Potency, µM (titrated, usually from 46.1 µM), without a hit: at the top dose activity, negative = inhibition, most hits filed as inhibitors; note: % is set by controls: 0 for no effect and ±100 for the full control effect; nearly all actives have a fitted effect of over 65% in size
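Per well, imaged GFP fluorescence of HEPG2 CAGA-GFP cells gives the signal; cells get compound, then TGF-beta (500 pg/mL final), 18 h at 37 degrees C; %Activity versus -TGF-beta and +DMSO controls.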
The depositor's hits bear a star; [ ] = dose if it differs, or a comment. Calls come from the whole dose curve; as a rule, active = well fitted curve in the direction sought with a large enough effect; inconclusive = small, poorly fitted or top-dose-only effect, or another doubt; inactive = no such curve, though single readings can be large; an effect the other way counts as inactive or inconclusive. Potency is the fitted concentration of half-maximal effect. A portion of the library; the hit share may differ from the screen's.

What do the screens show for `Clc1cccc(-n2ncc3c(NCCc4ccccc4)ncnc32)c1`?
HepG2 tox: -11%; ATXN2 expr inh: 9%; Nrf2 ARE act: 0.5%; A549 viability: -2%; S2 tox: inactive; TGFb inhibitor: 11%

What do the screens show for `Cc1ccc(C(=O)Nc2ccc(C)c(S(=O)(=O)Nc3ccccc3Cl)c2)s1`?
HepG2 tox: -14%; ATXN2 expr inh: -15%; MCF10A rereplic: inconclusive; EPAC2 antag: -13%; Nrf2 ARE act: 3.3%; A549 viability: 1%; Nrf2 inh: inconclusive; S2 tox: inactive; TGFb inhibitor: inconclusive

Results for CC(=O)Nc1ccc(C(=O)OCC(=O)NC(=O)NC2CCCCC2)cc1 ?
HepG2 tox: -3%; ATXN2 expr inh: 1%; MCF10A rereplic: 9%; EPAC2 antag: 4%; Nrf2 ARE act: -0.9%; A549 viability: -2%; Nrf2 inh: 10%; S2 tox: inconclusive; TGFb inhibitor: -1%

How did COC(=O)C1CCN(c2nc3ccccc3nc2C(C#N)C(=O)NCCc2ccccc2)CC1 (centres undefined) do in these assays?
HepG2 tox: 11%; ATXN2 expr inh: -6%; MCF10A rereplic: inconclusive; EPAC2 antag: -14%; Nrf2 ARE act: 0.3%; A549 viability: -7%; Nrf2 inh: 4%; S2 tox: inactive; TGFb inhibitor: -5%

What do the screens show for `COCCNc1nc(NCc2cnc(C)cn2)c2sccc2n1`?
HepG2 tox: 2%; ATXN2 expr inh: 13%; EPAC2 antag: 23%; Nrf2 ARE act: 0.3%; S2 tox: inactive; TGFb inhibitor: 37%[activator]

What do the screens show for `C[C@@H]1CN([C@H](C)CO)C(=O)CCCn2cc(nn2)CO[C@H]1CN(C)S(=O)(=O)c1ccc(F)cc1`?
HepG2 tox: -5%; ATXN2 expr inh: -2%; EPAC2 antag: -22%; Nrf2 ARE act: -0.3%; S2 tox: inactive; TGFb inhibitor: 4%

Results for CCC(C)(C(=O)NC1CCCCC1)N(C(=O)CNC(C)=O)c1c(C)n(C)n(-c2ccccc2)c1=O (centres undefined) ?
HepG2 tox: 0%; ATXN2 expr inh: 7%; MCF10A rereplic: 0%; EPAC2 antag: 11%; Nrf2 ARE act: 0.0%; A549 viability: -8%; Nrf2 inh: 19%; S2 tox: inactive; TGFb inhibitor: -4%

What do the screens show for `Cc1ccccc1Oc1nc2c(c(=O)n(C)c(=O)n2C)n1C`?
HepG2 tox: 1%; ATXN2 expr inh: 23%; MCF10A rereplic: -10%; EPAC2 antag: 0%; Nrf2 ARE act: -0.4%; A549 viability: -2%; Nrf2 inh: 1%; S2 tox: inactive; TGFb inhibitor: 2%

What do the screens show for `CC1=C(C)CS(=O)N(S(=O)(=O)c2ccc(Cl)cc2)C1` (centres undefined)?
HepG2 tox: -75%; ATXN2 expr inh: inconclusive; MCF10A rereplic: inconclusive; EPAC2 antag: -1%; Nrf2 ARE act: -1.4%; A549 viability: -11%; Nrf2 inh: -26%; S2 tox: inconclusive; TGFb inhibitor: inconclusive

What do the screens show for `Cn1cnnc1SCC(=O)Nc1nc(-c2ccc(F)cc2)cs1`?
HepG2 tox: -2%; ATXN2 expr inh: -5%; MCF10A rereplic: 2%; EPAC2 antag: 8%; Nrf2 ARE act: 2.4%; A549 viability: -13%; Nrf2 inh: -6%; S2 tox: inactive; TGFb inhibitor: 15%

What do the screens show for `c1coc(-c2nnc3n2C2(CCCC2)Cc2ccccc2-3)c1`?
HepG2 tox: -7%; ATXN2 expr inh: -8%; MCF10A rereplic: -2%; EPAC2 antag: -4%; Nrf2 ARE act: -0.5%; A549 viability: -16%; S2 tox: inactive; TGFb inhibitor: 0%

How did O=C(Nc1ccccc1)C1=C[C@H](C2CCCCC2)C[C@H](OCCCCO)O1 do in these assays?
HepG2 tox: 12%; ATXN2 expr inh: 54%[activator]; MCF10A rereplic: 2%; EPAC2 antag: -9%; Nrf2 ARE act: -0.6%; A549 viability: -8%; Nrf2 inh: inconclusive; S2 tox: inactive; TGFb inhibitor: 13%

How did O=C(NCCN1CCOCC1)C1CCN(Cc2ccccc2O)CC1 do in these assays?
HepG2 tox: -1%; ATXN2 expr inh: 5%; MCF10A rereplic: 11%; EPAC2 antag: 7%; Nrf2 ARE act: 0.4%; A549 viability: -4%; Nrf2 inh: -6%; S2 tox: inactive; TGFb inhibitor: -7%

What do the screens show for `Cc1cc(OC(=O)c2ccccc2C)c([N+](=O)[O-])c(=O)[nH]1`?
HepG2 tox: -4%; MCF10A rereplic: -1%; EPAC2 antag: 5%; Nrf2 ARE act: -0.9%; A549 viability: 1%; Nrf2 inh: 15%; S2 tox: inactive; TGFb inhibitor: 0%

Results for O=S(=O)(Nc1ccccn1)c1cnc(Cl)c(Br)c1 ?
HepG2 tox: -5%; ATXN2 expr inh: -8%; MCF10A rereplic: 25%; EPAC2 antag: 0%; Nrf2 ARE act: -1.0%; A549 viability: 2%; Nrf2 inh: inconclusive; S2 tox: inactive; TGFb inhibitor: 1%

Part of the list above in order of heavy-atom count, falling.
How did O=C(Nc1ccccc1)C1=C[C@H](C2CCCCC2)C[C@H](OCCCCO)O1 do in these assays?
HepG2 tox: 12%; ATXN2 expr inh: 54%[activator]; MCF10A rereplic: 2%; EPAC2 antag: -9%; Nrf2 ARE act: -0.6%; A549 viability: -8%; Nrf2 inh: inconclusive; S2 tox: inactive; TGFb inhibitor: 13%

Results for CC(=O)Nc1ccc(C(=O)OCC(=O)NC(=O)NC2CCCCC2)cc1 ?
HepG2 tox: -3%; ATXN2 expr inh: 1%; MCF10A rereplic: 9%; EPAC2 antag: 4%; Nrf2 ARE act: -0.9%; A549 viability: -2%; Nrf2 inh: 10%; S2 tox: inconclusive; TGFb inhibitor: -1%

What do the screens show for `COCCNc1nc(NCc2cnc(C)cn2)c2sccc2n1`?
HepG2 tox: 2%; ATXN2 expr inh: 13%; EPAC2 antag: 23%; Nrf2 ARE act: 0.3%; S2 tox: inactive; TGFb inhibitor: 37%[activator]

Carrying on.
Results for CCOC(=O)c1nnn(-c2nonc2N)c1CN1CCCC1 ?
HepG2 tox: -1%; ATXN2 expr inh: 4%; MCF10A rereplic: -2%; EPAC2 antag: -1%; Nrf2 ARE act: -0.9%; A549 viability: 1%; Nrf2 inh: 4%; S2 tox: inactive; TGFb inhibitor: -5%

Results for N#Cc1nc(Cc2cccc3ccccc23)oc1N1CCN(c2ccccc2)CC1 ?
HepG2 tox: -31%; ATXN2 expr inh: -8%; MCF10A rereplic: 1%; EPAC2 antag: 0%; Nrf2 ARE act: 0.1%; A549 viability: 13%; Nrf2 inh: -12%; S2 tox: inactive; TGFb inhibitor: 9%

How did CCOC(=O)c1cnc2c(ccc3ccccc32)c1Nc1ccccc1OC do in these assays?
HepG2 tox: 11%; ATXN2 expr inh: 3%; Nrf2 ARE act: -0.8%; A549 viability: 1%; Nrf2 inh: 9%; S2 tox: inactive; TGFb inhibitor: 2%

How did CCn1c(SC)nnc1C1CCN(CC(=O)Nc2ccccc2N2CCOCC2)CC1 do in these assays?
HepG2 tox: 6%; ATXN2 expr inh: -10%; MCF10A rereplic: -4%; EPAC2 antag: 11%; Nrf2 ARE act: 0.0%; A549 viability: -1%; Nrf2 inh: inconclusive; S2 tox: inactive; TGFb inhibitor: 12%

How did O=C1CCC(=O)N(c2ccccc2)N1 do in these assays?
HepG2 tox: 8%; ATXN2 expr inh: 15%; MCF10A rereplic: 0%; EPAC2 antag: 6%; Nrf2 ARE act: 0.2%; A549 viability: 3%; Nrf2 inh: 0%; S2 tox: inactive; TGFb inhibitor: -1%

What do the screens show for `COc1ccccc1NS(=O)(=O)c1cccc(C(=O)N/N=C/c2ccc([N+](=O)[O-])o2)c1`?
HepG2 tox: -110%; ATXN2 expr inh: inconclusive; MCF10A rereplic: 21µM*; EPAC2 antag: 16%; Nrf2 ARE act: inconclusive; A549 viability: -20%; Nrf2 inh: inconclusive; S2 tox: inconclusive; TGFb inhibitor: 7.1µM*

What do the screens show for `COc1ccccc1CNC(=O)c1ccoc1C`?
HepG2 tox: -4%; ATXN2 expr inh: -5%; MCF10A rereplic: -5%; EPAC2 antag: -4%; Nrf2 ARE act: -0.9%; A549 viability: 1%; S2 tox: inactive; TGFb inhibitor: -11%

What do the screens show for `CCCCNS(=O)(=O)c1ccc2nc(-c3cccnc3)cc(C(=O)NC3CC3)c2c1`?
HepG2 tox: -1%; ATXN2 expr inh: 4%; MCF10A rereplic: -2%; EPAC2 antag: -11%; Nrf2 ARE act: 0.5%; A549 viability: 2%; Nrf2 inh: 4%; S2 tox: inactive; TGFb inhibitor: 9%

What do the screens show for `CCOC(=O)c1cnc(-c2ccccc2)nc1Oc1ccccc1`?
HepG2 tox: -16%; ATXN2 expr inh: -7%; MCF10A rereplic: -4%; EPAC2 antag: -1%; Nrf2 ARE act: 13µM*; A549 viability: -1%; S2 tox: inactive; TGFb inhibitor: 19%

How did CC1=CC(C)C(/C=N/N=C(N)N)C(C)C1 (centres undefined) do in these assays?
HepG2 tox: 25%; ATXN2 expr inh: -24%; MCF10A rereplic: inconclusive; EPAC2 antag: 3%; Nrf2 ARE act: 3.1%; A549 viability: 3%; Nrf2 inh: 4%; S2 tox: inactive; TGFb inhibitor: inconclusive

Results for CSc1ccccc1C(=O)NC1CCCc2ccccc21 (centres undefined) ?
HepG2 tox: -42%; ATXN2 expr inh: -12%; MCF10A rereplic: 1%; EPAC2 antag: -8%; Nrf2 ARE act: 0.2%; A549 viability: 2%; Nrf2 inh: -18%; S2 tox: inactive; TGFb inhibitor: -2%

What do the screens show for `COc1ccc(-c2cn3c(n2)sc2cc(C(=O)NCCc4ccccc4)ccc23)cc1`?
HepG2 tox: -13%; Nrf2 ARE act: 5.4%; A549 viability: -1%; Nrf2 inh: inconclusive; TGFb inhibitor: -17%

How did COc1ccccc1Nc1nc(N)nc(CN2CCN(c3ccccc3)CC2)n1 do in these assays?
HepG2 tox: 4%; ATXN2 expr inh: -3%; MCF10A rereplic: inconclusive; EPAC2 antag: -2%; Nrf2 ARE act: -0.4%; A549 viability: inconclusive; Nrf2 inh: 7%; S2 tox: inactive; TGFb inhibitor: -16%

Screening results as filed in PubChem.
